Bioassay records from PubChem.
V1R ag counter – V1a receptor agonism, counter-screen for OXTR agonists; CHO-V1R cells, Fluo-8 calcium fluorescence, agonist mode; 0% DMSO, 100% 3 nM vasopressin; P37288; AID 2797; activation, % at 3 µM; actives 0.25% (n = 320,000);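 active means activation above the mean activation of all tested compounds plus 3 SD, per screening run, cut at about 20% in these data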;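 further: signal is peak over basal fluorescence ratio across a 100 second FLIPR read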
Target sequence (P37288 whole entry, looked up): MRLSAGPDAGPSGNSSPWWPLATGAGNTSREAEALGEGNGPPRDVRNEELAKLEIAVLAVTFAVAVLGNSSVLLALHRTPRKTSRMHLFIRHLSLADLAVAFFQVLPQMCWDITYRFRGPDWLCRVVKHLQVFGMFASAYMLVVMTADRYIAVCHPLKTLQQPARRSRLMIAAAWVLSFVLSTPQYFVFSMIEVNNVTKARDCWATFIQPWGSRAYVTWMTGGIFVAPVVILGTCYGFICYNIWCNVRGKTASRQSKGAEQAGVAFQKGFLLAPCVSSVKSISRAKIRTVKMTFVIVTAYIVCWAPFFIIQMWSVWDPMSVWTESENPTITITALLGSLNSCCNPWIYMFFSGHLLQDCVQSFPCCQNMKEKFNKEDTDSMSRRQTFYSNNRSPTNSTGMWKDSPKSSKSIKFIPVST
MEKK2mut PB1 HTS – signal of MEK5 binding to mutant human MEKK2 PB1 domain | AID 1530 | actives 0.35% (n = 290,000) | bead flow cytometry, Alexa488-MEK5 binding to MEKK2 mutant | percent response, % at 10 µM; in the data active means percent response above about 24%, passing the limit was not always enough; further: inactives centre near 1; some results filed as inactive read as strong as hits
OXTR potentiator – potentiates the human oxytocin receptor response. CHO-OTR cells, Fluo-8 calcium fluorescence, potentiator mode; 0% = oxytocin EC15, 100% = EC100. activation, % at 3 µM. P30559. actives 0.061% (n = 320,000);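 active means activation above that plate's cutoff, the mean activation of tested compounds plus 3 SD, cut at about 6.6% in these data, passing the limit was not always enough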;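 further: 100% uses oxytocin at 75 nM as the full agonist control; some results filed as inactive read as strong as hits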
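Assay system: CHO cell line stably expressing human OTR. Reagent: EC15 oxytocin agonist. Dosing: single dose, 3.0 µM nominal final compound concentration. Timing: compound 6 min at room temperature before oxytocin, 100 s read. Signal: kinetic Fluo-8 calcium fluorescence. Controls: oxytocin EC15 low and EC100 high.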
NALP1 inh – inhibitors of NALP1 inflammasome in yeast. inhibition, % at 10 µM. S. cerevisiae NALP1/ASC/caspase-1 growth, X-gal OD620, 72 h. actives 0.61% (n = 280,000); in the data active means inhibition mostly above about 24%, no sharp cut-off; inactive means mostly below about 32%; further: some compounds called inactive have numbers as strong as hits
OXTR ag – agonists of human oxytocin receptor | AID 2435 | CHO-OTR cells, Fluo-8 calcium fluorescence; normalized: DMSO 0%, oxytocin 100% | P30559 | actives 0.32% (n = 320,000) | activation, % at 3 µM;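 active means activation above the mean of all tested compounds plus 3 SD, cutoff set per screening run, cut at about 20% in these data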;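 further: peak over basal fluorescence ratio from a 100 s FLIPR kinetic read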
GalR3 antagonist – human GalR3 antagonism; O60755; HEK293 GalR3-CNG cAMP membrane potential fluorescence; galR3 body fused to GalR1 C-terminus; inhibition, % at 3 µM; actives 0.44% (n = 360,000); AID 651719;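 active means inhibition above the screen-wide average plus 3 SD, cut at about 13% in these data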;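 further: forskolin and galanin both at EC90 stimulate the cells; cAMP rise reported by CNG channel membrane potential dye signal; 0% = forskolin plus galanin with DMSO and 100% = forskolin alone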
Target sequence (O60755 1-299 limits assumed): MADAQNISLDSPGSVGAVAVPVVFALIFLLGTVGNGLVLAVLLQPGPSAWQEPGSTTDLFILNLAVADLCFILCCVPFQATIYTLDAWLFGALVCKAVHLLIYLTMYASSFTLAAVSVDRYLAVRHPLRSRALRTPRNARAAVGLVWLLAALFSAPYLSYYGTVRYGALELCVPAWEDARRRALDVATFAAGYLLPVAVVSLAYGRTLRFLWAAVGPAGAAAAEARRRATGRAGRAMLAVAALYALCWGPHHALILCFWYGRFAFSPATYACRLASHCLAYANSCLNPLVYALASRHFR
GPR7 antagonist – human neuropeptides B/W receptor 1 antagonism. AID 1861. inhibition, % at 4.4 µM. P48145. actives 1.1% (n = 290,000). GPR7-expressing cells, fluorescence antagonist assay; in the data active means inhibition above about 16%, passing the limit was not always enough;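 further: cells stimulated with the agonist NPW; 0% = agonist with vehicle and 100% = vehicle without agonist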
Target sequence (P48145 whole entry, looked up): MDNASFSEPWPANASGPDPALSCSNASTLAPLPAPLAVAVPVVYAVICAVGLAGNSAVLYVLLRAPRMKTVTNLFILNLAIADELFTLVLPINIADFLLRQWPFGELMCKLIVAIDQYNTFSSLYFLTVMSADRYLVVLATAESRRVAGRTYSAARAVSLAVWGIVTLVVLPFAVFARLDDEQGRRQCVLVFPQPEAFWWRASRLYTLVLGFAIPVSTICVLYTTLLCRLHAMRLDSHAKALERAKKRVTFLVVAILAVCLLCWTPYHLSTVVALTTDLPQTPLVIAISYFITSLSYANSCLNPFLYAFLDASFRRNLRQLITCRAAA
MEKK2 WT-MEK5 – raises or lowers MEK5 binding to wildtype human MEKK2 PB1 domain. Q9Y2U5. bead flow cytometry, Alexa488-MEK5 binding to MEKK2 WT; actives lie on both sides. binding response (% of control), % at 10 µM. actives 1.1% (n = 290,000); in the data active means binding response below about 67% or above about 130%
PfM18AAP inh – blocks P. falciparum M18 aspartyl aminopeptidase. recombinant PfM18AAP, H-Glu-NHMec fluorogenic cleavage. inhibition, % at 7.35 µM. actives 1.2% (n = 290,000);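 active means inhibition above the campaign mean inhibition over all tested compounds plus 3 SD, cut at about 28% in these data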;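 further: 0% = plate median of test compound wells and 100% = 2 mM ZnCl2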
The depositor's hits bear a star; · = not tested or not shown.

compound	NALP1 inh	OXTR potentiator	GalR3 antagonist	MEKK2mut PB1 HTS	OXTR ag	GPR7 antagonist	V1R ag counter	MEKK2 WT-MEK5	PfM18AAP inh
C/C(=N\Nc1nc(Nc2ccccc2)nc(N2CCOCC2)n1)c1cccs1	-1	6	-6	-4	-2.6	-6	-1.4	104	1
CC(=O)N/C(=C\c1ccccc1)C(=O)OCc1ccccc1	6	-7	-2	3	-1.8	16	-0.9	106	9
COc1cccc(CNC(=O)CN2C(=O)CCSc3ccc(S(=O)(=O)N4CCCC4)cc32)c1	-20	-8	-1	-7	1.5	9	2.1	94	-2
CCOC(=O)c1ccc(N/N=C/c2cc(Br)cc([N+](=O)[O-])c2O)cc1	2	-4	-4	-17	0.3	2	0.2	92	-5
CCOC(=O)c1ccc(NC(=O)CCc2nc(-c3ccc(Cl)cc3)no2)cc1	17	-17	-3	-10	9.1	1	6.4	89	-6
COc1cccc(CNC(=O)c2ccc(NC3=NC4CS(=O)(=O)CC4S3)cc2)c1 (configuration not stated)	0	-5	-9	4	-0.6	-14	0.5	108	3
Cc1cc(-c2nnc(CCC(=O)N(C)CCc3ccccc3)o2)no1	-11	0	-4	1	0.1	-10	0.7	98	-7
COc1ccc(C2CC(=O)c3cnc(N4CCc5ccccc54)nc3C2)cc1OC (configuration not stated)	28	-8	·	1	0.7	-14	1.1	103	-10

Ordered by value in GalR3 antagonist (falling): 3 from the list above
| mol | GalR3 antagonist |
| --- | --- |
| CCOC(=O)c1ccc(NC(=O)CCc2nc(-c3ccc(Cl)cc3)no2)cc1 | -3 |
| CCOC(=O)c1ccc(N/N=C/c2cc(Br)cc([N+](=O)[O-])c2O)cc1 | -4 |
| C/C(=N\Nc1nc(Nc2ccccc2)nc(N2CCOCC2)n1)c1cccs1 | -6 |

Carrying on:
compound	NALP1 inh	OXTR potentiator	GalR3 antagonist	MEKK2mut PB1 HTS	OXTR ag	GPR7 antagonist	V1R ag counter	MEKK2 WT-MEK5	PfM18AAP inh
CC(C)(C)c1ccc(COn2ccnc2)cc1	12	-17	-3	7	-1.4	-6	-1.1	102	-2
O=C(c1ccccc1F)N1CCN(c2ncccn2)CC1	7	-7	-4	1	-0.6	14	1.6	108	-8
CC(=O)c1cccc(NC(=O)CN2C(=O)C3C4C=CC(C4)C3C2=O)c1 (configuration not stated)	17	-5	-11	·	-0.2	9	0.8	·	-10
Cc1ccc(C)c(NC(=S)c2ccc3ccccc3n2)c1	15	-6	-1	-1	-0.5	5	0.9	104	-11
Cn1c2c(c(=O)n(C)c1=O)C(NC(=O)c1ccco1)(C(F)(F)F)C(=O)N2 (configuration not stated)	1	-6	-4	10	1.9	-2	0.3	107	-12
O=C1CC(NS(=O)(=O)c2cccs2)CN1c1ccc(Cl)cc1 (configuration not stated)	·	-1	-2	·	4.5	·	3.8	·	·
COc1ccc2ccccc2c1C(=O)/C=C\c1ccoc1	51	4	-3	2	-1.3	-10	0.2	97	3
C#CCOCCOCCOCCNc1nc(N2CCN(C(=O)[C@H](CCCCN)n3cc([C@@H](N)CO)nn3)CC2)nc(N2CCN(C(=O)[C@H](Cc3ccc(O)cc3)n3cc([C@@H](N)CC(C)C)nn3)CC2)n1	1	-5	5	10	0.3	1	1.0	117	-6
Nc1ccc(C23CC4CC(CC(O)(C4)C2)C3)cc1	4	-18	-6	-5	-0.3	-2	-0.3	98	-3
CCOc1cc(C=O)cc(Br)c1OCC(=O)NCCc1ccccc1	13	-4	-7	4	-1.7	-7	-0.2	102	-3
O=C(O)/C=C/C(=O)N1CCN(S(=O)(=O)c2cc(C(F)(F)F)ccc2Cl)CC1	6	2	-1	-11	1.6	-5	0.6	86	3
O=C(CN(Cc1ccco1)C(=O)CNS(=O)(=O)c1ccc(F)cc1)NCc1ccccc1	21	-12	-8	-10	1.4	0	-0.3	91	-2
O=C(C1CCC(CNc2c(N3CCCCC3)c(=O)c2=O)CC1)N1CCN(c2ccccn2)CC1 (configuration not stated)	12	-9	6	6	-1.1	-5	0.8	106	-3
COc1cc(C(=O)OCC(=O)Nc2c(F)c(F)c(F)c(F)c2F)cc(OC)c1OC	5	-9	-3	-6	-1.3	-9	1.1	97	-7
O=C(Cn1[nH]c(=O)c2ccccc2c1=O)OCC(=O)N1CCCc2ccccc21	0	-11	2	0	-0.7	-5	0.3	102	5
Cc1ccc(Sc2ncccc2C(=O)NCc2cc([N+](=O)[O-])ccc2O)c(C)c1	20	-2	-2	-3	9.4	-24	10	97	-7
CCC(C)(C)NC(=S)Nc1ccccc1C	7	7	5	-3	0.0	-5	0.3	89	2
O=C(Cn1cnc2c(nnn2-c2cccc(Cl)c2)c1=O)N1CCCC1	-1	-2	-6	4	1.5	-3	0.1	102	-6
Cc1ccc(NC(=O)CNC(=O)C2CCCCC2)nc1	·	-5	-4	·	0.3	·	0.2	·	·
CC(OC(=O)c1cccc(-n2cnnn2)c1)C(=O)Nc1ccccc1F (configuration not stated)	·	-10	-3	·	1.1	·	0.4	·	·
O=C(/C=C\c1ccco1)Oc1cccc2cccnc12	-11	-14	-4	-1	-1.5	2	1.3	97	5
Cc1ccccc1OCC(=O)Nc1ccc(N2CCN(C(=O)C(C)C)CC2)c(Cl)c1	36	-23	-3	3	15	-13	15	114	4
COc1cccc2cc(C(=O)CS(=O)(=O)c3ccc(C)cc3)c(=O)oc12	4	-7	·	0	-0.3	-17	0.3	101	23
C/C(CC(=O)Nc1ccc2c(c1)OCCO2)=N\NC(=O)COc1ccccc1C	11	-2	-6	1	-0.3	3	-0.4	103	-3
O=C(O)C1CC(c2cccc(Br)c2)=NO1 (configuration not stated)	-1	-4	-2	2	-0.1	-12	0.4	101	6
O=C(CSc1nc(-c2ccc(F)cc2)cs1)NC(=O)NCc1ccco1	7	-7	-7	-2	-1.0	-9	0.3	94	8
COc1ccc(CCNC(=O)CCN2C(=O)C(C)Oc3ccc(C)cc32)cc1OC (configuration not stated)	6	3	-3	-6	1.1	0	1.0	94	-15
COc1ccccc1NC(=O)COn1nnc2ccc(S(=O)(=O)N3CCOCC3)cc21	-5	-17	-5	-9	0.5	-20	0.1	88	-9
Cn1ccnc1SCC(=O)Nc1ccccc1	9	-6	-3	3	3.6	-2	1.2	106	8
O=C(NCc1ccc(Cl)cc1)c1cc(S(=O)(=O)N2CCCCC2)c[nH]1	13	-10	0	2	2.2	-10	4.6	97	-2
CN1CCN(NC(=O)/C=C/c2cccc([N+](=O)[O-])c2)CC1	-2	-2	0	3	0.8	-1	-0.1	100	-4
COc1ccc(NC(=O)/C(C#N)=C/c2ccc[nH]2)c(OC)c1	7	-9	-1	1	0.4	10	3.2	97	4
c1ccc(Sc2cccc3ccccc23)c(CNC2=NCCN2)c1	78*	-6	-12	0	-1.8	15	0.9	118	-3
COc1ccc(C(=O)Nc2cccc3nc(C)ccc23)cc1OC	-9	-1	2	14	0.6	-15	1.7	114	-1
FC(F)C(F)(F)C(F)(F)C(F)(F)c1cc(-c2ccccc2)n[nH]1	-5	-13	-9	-2	4.3	-3	8.7	92	5
O=c1c(OC2OC(CO)C(O)C(O)C2OC2OC(CO)C(O)C(O)C2O)c(-c2ccc(O)cc2)oc2cc(O)cc(O)c12 (configuration not stated)	7	-1	-3	-2	0.9	·	0.3	88	·
O=C(NCc1cn(-c2ccccc2)nc1-c1ccc(F)cc1)c1cccc([N+](=O)[O-])c1	·	-16	4	6	-1.0	-6	-0.1	106	-2
Cn1c(=O)c2cc(S(=O)(=O)NCCC(=O)NC3CCCCCCC3)ccc2n(C)c1=O	7	-7	·	9	-1.0	7	-0.2	103	-6
O=c1c2ccccc2n(Cc2cccc(F)c2)c(=O)n1C1CCCC1	-11	-6	-1	-2	-2.1	-13	-0.7	99	3
Cc1ccc(-c2nnc3c4ccccc4c(C)nn23)cc1S(=O)(=O)N1CCN(CCO)CC1	-12	-15	8	0	-1.1	-17	0.5	100	-4
COCCCNC(=O)COc1ccc(Cl)c(C)c1	-8	-13	1	-5	2.9	-5	1.1	92	2
O=C(NCCCn1ccnc1)c1ccc(Br)cc1	-9	-10	-3	11	-0.1	-13	0.5	113	-1
CCn1c(Cc2ccccc2)nnc1SCc1cccc(C(=O)O)c1	24	3	-6	-2	0.1	-7	1.2	102	9
O=C(Nc1ccccc1)Nn1cnnc1	7	·	-9	4	·	-8	·	99	56*
Cc1nnc(NC(=O)c2ccc(-c3cccc(C(F)(F)F)c3)o2)s1	12	-9	-2	7	-0.3	-16	0.3	108	1
CCCc1nnc(NC(=O)c2cc(OC)cc(OC)c2)s1	-30	-10	-6	-4	-2.2	-2	-1.8	79	-12
COC(=O)C(CC(C(=O)OC)C(=O)OC)C(=O)OC	16	-10	2	0	-0.2	-9	-0.2	105	-3
COc1ccc(C2(c3ccc(OC)cc3)NC(=O)N(CC(=O)NC3(C#N)CCCC3)C2=O)cc1	·	-1	-6	·	0.0	·	0.8	·	·
COc1ccc(CC(=O)N/N=C/c2cccn2-c2ccc([N+](=O)[O-])cc2)cc1OC	14	-6	-3	25	2.3	-13	5.1	106	2
O=C(O)c1cccnc1SCC(=O)N1CCCc2ccccc21	·	-5	-3	-6	0.0	-8	1.8	95	-11
FC(F)(F)c1cnc(Oc2ccc(-c3nnco3)cc2)c(Cl)c1	0	-12	-1	-1	-1.8	-14	1.4	101	8
Cc1ccc2cc(/C=N/NC(=O)[C@@H]3CCCN3)c(Cl)nc2c1	·	-4	-1	-16	0.9	-9	1.0	103	2
C[C@@H](CN1C(=O)C(=O)NC[C@@H]1C)NC(=O)CC12CC3CC(CC(C3)C1)C2	8	-1	-3	13	3.8	-3	0.4	104	-2
O=c1[nH]c(-c2ccccc2)c(-c2ccccc2)o1	-13	-11	-6	5	-1.4	1	-0.7	104	10
CN1C(=O)/C(=C/c2cn(CC(=O)N3CCCCC3)c3ccccc23)NC1=S	-2	·	-1	3	·	-15	·	95	-6
Cc1nc(C)c(/C(O)=C/c2nc3ccc([N+](=O)[O-])cc3oc2=O)o1	-21	-6	·	·	1.1	-4	2.1	·	14

Next compounds.
compound	NALP1 inh	OXTR potentiator	GalR3 antagonist	MEKK2mut PB1 HTS	OXTR ag	GPR7 antagonist	V1R ag counter	MEKK2 WT-MEK5	PfM18AAP inh
O=C(CN1CCN(c2ccc(F)cc2)CC1)Nc1ccc(-n2cnnn2)cc1	2	-2	-6	3	0.5	-8	1.4	102	-8
NC(=O)c1c(NC(=O)c2ccncc2)sc2c1CCCCCC2	10	-8	-13	14	24*	-5	13	119	3
c1cc(CNCC2CCCO2)ccn1 (configuration not stated)	4	4	-3	-4	1.4	-11	0.3	92	-3
COc1nc(N/N=C/c2ccc(-c3ccccc3[N+](=O)[O-])o2)nc(N2CCOCC2)n1	11	-12	2	-1	2.3	-2	0.2	100	8
COC(=O)c1sc(NC(=O)CSc2nnnn2-c2ccc(C)cc2C)nc1C	-2	-8	-3	4	-0.2	-10	1.8	102	-5
Cc1nn(-c2ccccc2)c(OC(=O)c2cccs2)c1S(=O)(=O)c1ccc([N+](=O)[O-])cc1	14	6	0	2	1.6	6	-1.0	98	-9

The order is random; overall some 4.1% were active at least once.
